# Screens as filed in PubChem BioAssay.
# tim10-1 inh: growth inhibitors of tim10-1 mutant yeast, primary screen, luminescence, uHTS | S. cerevisiae tim10-1 ts strain growth, BacTiter-Glo, 24 h | inhibition, % at 20 µM | actives 2.2% (n = 330,000) | AID 463190, 2010;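 active = inhibition of at least 40%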;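 also: mutant grown at 25 °C; 0% = DMSO wells with yeast and 100% = wells holding no yeast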
# NLRP3 yeast inh: NALP3 inflammasome inhibitors in reconstituted yeast, primary screen, luminescence, uHTS; Yeast reconstituted NLRP3/ASC/caspase-1, beta-gal luminescence, 24 h; inhibition, % at 10 µM; actives 0.39% (n = 330,000);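 active = inhibition of 50% or more; inactive = inhibition below 50%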;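 also: plate controls were induced DMSO wells for no effect and uninduced yeast grown without galactose for full effect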
# mIAP block: inhibitors of mouse IAP, primary screen, biochemical, luminescence, uHTS; AID 2806, 2010; inhibition, % at 10 µM; purified mouse IAP, CDP-Star luminescence, 30 min; intestinal alkaline phosphatase [Mus musculus]; actives 0.2% (n = 330,000);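 active = inhibition of at least 40% at 10 µM in the primary screen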;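 also: plate controls were DMSO with enzyme for no effect and no enzyme wells for full effect; values of inactives mirror those of a sister screen read the other way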
# Apaf1 inhib: inhibitors of human Apaf-1 apoptosome, primary screen, biochemical, DEVD-Rh110 fluorescence, uHTS | actives 0.71% (n = 330,000) | inhibition, % at 20 µM | reconstituted apoptosome caspase-3 activity | Apoptotic protease-activating factor 1 (Homo sapiens), O14727 | AID 489030, 2010; active = inhibition of at least 40% at 20 µM;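 also: plate controls were DMSO wells for no effect and DEVD-CHO caspase inhibitor wells for full effect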
#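 System – cell-free apoptosome with Apaf-1, procaspase-3 and caspase-9 · Buffer or medium – pH 7.5 Hepes buffer with CHAPS, BSA, DTT · Also added – cytochrome c with DEVD-Rh110 · Times – 30 min compound preincubation, 50 min activation, room temperature · Technique – Rh110 fluorescence intensity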
# TIM10 inh: growth inhibitors of isogenic TIM10 control yeast, primary screen, counter-screen for tim10-1 yeast inhibitor project, luminescence, uHTS; S. cerevisiae TIM10 strain growth, BacTiter-Glo luminescence, 24 h; inhibition, % at 10 µM; actives 1.4% (n = 330,000); AID 463195, 2010;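 active = inhibition of 40% or more at the single tested concentration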;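 also: wild-type TIM10 isogenic control strain grown at permissive 25 °C; 0% = DMSO yeast wells and 100% = minimal medium wells without yeast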
# hIAP act: human IAP activators, primary screen, biochemical, luminescence, uHTS. activation factor at 10 µM. purified human IAP, CDP-Star luminescence, 30 min; active compounds read high; 1 = vehicle-only enzyme, 0 = enzyme-free background. actives 0.16% (n = 330,000);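 active = activation factor of the enzyme at least 2-fold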; also: the source names both 10 and 20 µM as test concentration; values of inactives mirror those of a sister screen read the other way
# Target sequence (P09923 whole entry, looked up): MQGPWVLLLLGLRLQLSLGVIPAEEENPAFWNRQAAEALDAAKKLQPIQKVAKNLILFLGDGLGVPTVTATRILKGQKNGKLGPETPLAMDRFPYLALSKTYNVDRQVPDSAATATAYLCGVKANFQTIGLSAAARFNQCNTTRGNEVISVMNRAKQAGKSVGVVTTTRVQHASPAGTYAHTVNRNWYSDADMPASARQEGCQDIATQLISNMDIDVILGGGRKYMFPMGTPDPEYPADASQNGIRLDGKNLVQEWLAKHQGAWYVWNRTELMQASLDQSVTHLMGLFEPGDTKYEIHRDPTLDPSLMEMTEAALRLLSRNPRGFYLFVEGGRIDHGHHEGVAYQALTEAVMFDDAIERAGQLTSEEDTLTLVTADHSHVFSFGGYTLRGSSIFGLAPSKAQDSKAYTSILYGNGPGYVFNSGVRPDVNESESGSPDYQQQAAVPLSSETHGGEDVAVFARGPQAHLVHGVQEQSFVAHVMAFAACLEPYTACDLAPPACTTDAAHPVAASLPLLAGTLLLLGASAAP
# mIAP act: activators of mouse IAP, primary screen, biochemical, luminescence, uHTS. muIAP, CDP-Star luminescence, 30 min; active compounds read high; 1 = vehicle-only enzyme signal, 0 = enzyme-free wells. activation factor at 10 µM. actives 0.24% (n = 330,000). AID 2805, 2010;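 active = activation factor of at least 2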; also: the source names both 10 and 20 µM as test concentration; values of inactives mirror those of a sister screen read the other way
#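 System: Mouse IAP enzyme | Also added: CDP-Star substrate | Dosing: Compounds dispensed in DMSO | Schedule: 30 min enzyme-substrate-compound incubation at room temperature | Technique: Chemiluminescence readout | Control set: DMSO-only wells and no-enzyme negative control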
# ATG4B inh: ATG4B protease inhibitors, primary screen, biochemical, fluorescence, uHTS; Cysteine protease ATG4B (Homo sapiens), Q9Y4P1; ATG4B cleavage of LC3-PLA2, NBD-HPC fluorescence, 1 h; inhibition, % at 8.33 µM; actives 0.51% (n = 340,000); AID 504462, 2011; in the data active = inhibition above about 40%
# Target sequence (Q9Y4P1 whole entry, looked up): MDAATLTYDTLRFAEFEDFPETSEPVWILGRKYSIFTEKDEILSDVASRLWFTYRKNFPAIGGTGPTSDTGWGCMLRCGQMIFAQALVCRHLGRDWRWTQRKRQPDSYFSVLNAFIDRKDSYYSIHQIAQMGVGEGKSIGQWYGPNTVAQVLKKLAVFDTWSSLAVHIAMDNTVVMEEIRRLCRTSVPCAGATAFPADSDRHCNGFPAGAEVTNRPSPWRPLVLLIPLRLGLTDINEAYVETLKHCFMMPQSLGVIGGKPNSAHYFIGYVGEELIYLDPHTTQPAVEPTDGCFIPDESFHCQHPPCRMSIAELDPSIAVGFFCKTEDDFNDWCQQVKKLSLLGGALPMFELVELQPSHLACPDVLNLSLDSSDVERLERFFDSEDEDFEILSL
# hIAP inh: human IAP inhibitors, primary screen, biochemical, luminescence, uHTS; Intestinal-type alkaline phosphatase (Homo sapiens), P09923; purified IAP, CDP-Star luminescence, 30 min; inhibition, % at 10 µM; actives 0.12% (n = 330,000);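 active = inhibition reaching a set limit with compound at 10 µM in the primary screen, cut at about 35% in these data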;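 also: plate controls were DMSO wells with enzyme for no effect and no-enzyme buffer wells for full effect; values of inactives mirror those of a sister screen read the other way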
# * marks the source's active call; other numbers are inactive results; . = not tested or not shown. An unsorted share of the library; 4.5% or so of the library scored in one or more.
SMILES,tim10-1 inh,NLRP3 yeast inh,mIAP block,Apaf1 inhib,TIM10 inh,hIAP act,mIAP act,ATG4B inh,hIAP inh
O=C(COC(=O)c1cc(NS(=O)(=O)c2cccs2)ccc1O)Nc1ccc(F)c(F)c1F,24,-9,-3,24,9,1.3,1,-2,-26
O=C(CN(C(=O)c1csnn1)c1ccc(F)c(Cl)c1)NCc1ccc2c(c1)OCO2,8,27,8,5,6,0.96,0.92,-3,4
C=CCOc1ccccc1CN1CCC(Cc2ccccc2)CC1,-11,13,6,-9,-11,1.2,0.94,-1,-21
C#CCOCCOCCOCCNc1nc(N2CCN(C(=O)[C@H]([C@@H](C)O)n3cc(CCCCN)nn3)CC2)nc(N2CCN(C(=O)[C@H](CCCCN)n3cc(CC(C)O)nn3)CC2)n1 (some centres undefined),-11,16,-1,-5,5,1.1,1,-16,-6
CC[C@@]1(C(=O)OC)N[C@H](CN(C)C(=O)NC(C)C)[C@@H]2C(=O)N(Cc3ccccc3)C(=O)[C@@H]21,-14,16,-2,-8,-6,1.2,1,-5,-15
CCCN(CC(=O)Nc1ccc(Cl)cc1Cl)C(=O)/C=C/c1ccco1,11,20,11,1,9,0.86,0.89,-2,14
Cc1ccc(OCC(=O)NC2CC(C)(C)NC(C)(C)C2)c(C)c1,-3,4,2,-23,-12,0.95,0.97,3,5
COc1ccc(N2CCN(C(=O)CSc3nnc(-c4cc5ccccc5cc4O)n3C)CC2)cc1,45*,5,-4,30,22,1.4,1,-20,-45
COc1ccc(-c2csc(COC(=O)C(C)(C)C)n2)cc1,18,20,-4,7,-12,1.1,1,-9,-11
COc1ccccc1NC(=O)c1ccc(NC(=O)COC(=O)C2CC2C)cc1 (centres undefined),-6,8,-1,4,2,1.3,1,-12,-34
CCOc1cc(CNc2ccccc2)cc(Br)c1OCC(=O)NC(C)(C)C,17,14,3,22,5,1,0.97,-6,-5
CC(C(=O)Nc1ccc(Cl)cc1Cl)N1C(=O)NC2(CCCC2)C1=O (centres undefined),11,10,-2,9,12,0.88,1,0,12
O=C(Cn1ccc2ccccc2c1=O)NCC1COc2ccccc2O1 (centres undefined),3,0,-1,2,-20,0.96,1,-8,4
CC1=NN(C(=O)c2ccoc2C)C(O)(C(F)(F)F)C1 (centres undefined),-7,-5,0,-23,3,1.1,1,-2,-8
CCN1CCN(S(=O)(=O)c2ccc(-c3cc(C)no3)s2)CC1,12,15,2,7,-4,1.2,0.98,-4,-23
CC(=O)c1c(C)[nH]c(C(=O)/C(C#N)=C/c2cccc(C)c2)c1C,20,-3,10,15,-11,1,0.9,0,0
COc1ccc(S(=O)(=O)N2CCCCCC2)cc1C(=O)N(C)CC(=O)Nc1ccccc1Cl,15,16,2,0,8,1.1,0.98,3,-5
Cc1ccc2nc(NC(=O)c3cc(-c4ccco4)nc4ccccc34)sc2c1,29,-4,-4,7,19,1.1,1,19,-12
CCOc1ccc(NS(=O)(=O)c2ccc(OCC)c3ncccc23)cc1,32,10,21,9,22,0.88,0.79,-11,12
COCC1CCCCN1C(=O)c1ccc(OC2CCN(CCc3ccccc3)CC2)cc1 (centres undefined),3,17,-4,1,9,1.2,1,28,-16
COc1cccc(NC(=O)N2CCCC(C(=O)NCc3ccc(F)cc3)C2)c1 (centres undefined),14,12,6,-4,21,0.92,0.94,-14,8
CCOC(=O)CSc1nnc(C)c(C)n1,-14,30,-2,-9,-6,1,1,1,-3
O=c1cc(-c2ccccc2)nc2nc(-c3ccco3)[nH]n12,11,-5,32,7,6,0.98,0.68,-6,2
CC(C)C(=O)NC(=O)COC(=O)/C=C/c1cccs1,12,13,12,-19,1,1.1,0.88,-4,-11
O=C(NC(=S)Nc1cc(Cl)ccc1O)c1cccc(Br)c1,-7,13,29,17,9,1.3,0.71,3,-27
NNC(=O)COc1ccc(C(F)(F)F)cc1,12,7,-1,2,-1,1.5,1,-5,-45
CSC1=NCCN1C(=O)Cc1ccc(F)cc1,-8,5,5,3,-2,0.91,0.95,6,9
COCCn1c(C)cc(C2=NNC(=Nc3ccc(OC)cc3)SC2)c1C,-4,2,18,10,-3,0.92,0.82,-10,8
Cc1onc(-c2ccccc2)c1-c1nc2ccccc2c(=O)o1,40,12,-9,12,30,1.2,1.1,11,-16
COc1cccc(-c2nc(CS(=O)CC(=O)NC3CC3)c(C)o2)c1 (centres undefined),21,16,0,8,-3,0.95,1,3,5
CCCCCC(=O)Nc1nc(C)c(-c2csc(Nc3cc(Cl)ccc3C)n2)s1,14,2,4,11,13,1.1,0.95,-12,-10
CCOc1ccc(NC(=O)c2cccc3c2C(=O)N(Cc2cccnc2)C3)cc1,42*,25,-13,19,34,1.2,1.1,-7,-16
CC(CN1CCCC1)OC(=O)Cc1ccc(Cl)cc1 (centres undefined),-1,15,0,-11,-4,1,1,3,-1
COc1ccc(S(=O)(=O)NCC(c2cccnc2)N2CCN(Cc3ccccc3)CC2)cc1C (centres undefined),-2,15,-4,13,-6,1,1,-13,-4
COC(=O)C1=C(C)N(Cc2ccccc2)C(=O)/C1=C\c1ccco1,15,28,6,6,19,1.5,0.94,7,-45
CC[C@H](C)[C@H](NC(N)=O)C(=O)NNC(=O)c1ccc(COc2cccc3cccnc23)cc1,-13,-1,10,12,5,1.1,0.9,-8,-11
O=C(COC(=O)c1cccnc1Nc1ccccc1F)NCc1ccc2c(c1)OCO2,5,2,6,1,5,0.79,0.94,-14,21
O=C(CN1CCOCC1)Nc1nc2ccc(Br)cc2s1,19,30,-12,3,6,1.1,1.1,-10,-11
O=C(Cc1nnc(NC(=O)Nc2ccccc2F)s1)NCc1ccccc1,-14,6,0,-6,-21,1.2,1,-1,-15
O=C(NCC(=O)N1CCN(c2ccccc2O)CC1)c1ccc(Br)o1,-6,2,-1,-4,-3,1,1,0,-1
CN(CCO)c1cc(N(C)CCO)c([N+](=O)[O-])cc1[N+](=O)[O-],6,20,0,3,-9,0.99,1,1,1
Brc1c(CSc2nncn2-c2ccccc2)nc2ncccn12,6,8,7,-7,-4,1,0.93,-8,-1
CCOc1ccc(NC(=S)NCc2ccc3c(c2)OCO3)cc1,12,27,-5,-16,4,0.92,1.1,-4,8
Cc1ccc(SCCNC(=S)Nc2ccc(C)c(C)c2)cc1,38,39,-179,16,34,1.1,2.8*,36,-11
COc1cccc([C@@H]2CC=C(C(=O)O)[C@H](c3ccc(F)cc3)N2S(=O)(=O)c2ccc(C)cc2)c1,-3,23,-14,8,-16,1.1,1.1,-9,-11
CCOc1ccc(-c2n[nH]c(C(=O)NN)c2C)cc1,-6,11,-3,8,8,1.1,1,-4,-14
O=C(CCc1nc2sc3c(c2c(=O)[nH]1)CCCC3)Nc1ccccc1Cl,-1,19,-2,14,12,0.99,1,-6,0
Cc1nc2cc(C(F)(F)F)ccc2n1C1CCN(CC(=O)N2CCCC2)CC1,10,12,-15,7,0,0.94,1.2,-1,6
CCn1c(NC(=O)C(C)C)c2ccccc2nc1=O,3,18,-2,9,-14,1.2,1,-8,-15
CCOC(=O)N1CCN(C(=O)CSc2ccc(-c3ccccc3)nn2)CC1,5,10,-15,-2,-2,1.2,1.2,6,-19
CCCCNCCCOc1ccc(C)cc1Br,4,21,-6,4,11,1.3,1.1,-9,-29
COc1ccc(Cl)c2sc(N(CCN(C)C)C(=O)c3ccc4c(c3)OCCO4)nc12,29,23,0,17,20,1.1,1,-12,-10
CC(=O)N[C@@H](Cc1c[nH]c2ccccc12)C(=O)OCC(=O)Nc1ccc(S(=O)(=O)N(C)C)cc1,6,-2,6,-14,-8,1,0.94,-6,-4
Cc1cccc(NC(=O)CSc2nsc(SCC(=O)Nc3cccc(C)c3)c2C#N)c1,8,11,4,-3,8,0.97,0.96,-15,3
O=C(N/N=C/c1ccccc1Br)c1cccc(S(=O)(=O)N2CCOCC2)c1,16,1,-11,16,10,1.1,1.1,5,-9
COc1ccc(/C=N/Nc2nncc3ccccc23)c(OC)c1,10,13,15,5,2,0.9,0.85,-9,10
COc1cc(OC)cc(C(=O)Nc2ccc(S(=O)(=O)Nc3cc(C)nc(C)n3)cc2)c1,4,15,5,-9,1,0.84,0.95,.,16
CCOc1c2ccc(C(=O)NCc3ccc(C(F)(F)F)cc3C(F)(F)F)cc2nn1C,-20,-12,5,9,-11,1,0.95,15,-5
CCOc1ccc(S(=O)(=O)n2nnc3ccccc32)cc1C(C)C,17,9,3,12,4,1.1,0.97,.,-12
CSc1cccc(NC(=O)c2sc3nc4n(c(=O)c3c2C)CCC4)c1,-1,20,8,8,-3,0.97,0.92,-7,3

# (cont.)
SMILES,tim10-1 inh,NLRP3 yeast inh,mIAP block,Apaf1 inhib,TIM10 inh,hIAP act,mIAP act,ATG4B inh,hIAP inh
CC(=O)N1CCN(C(=O)c2ccc(Oc3ccccc3)cc2)CC1,0,4,4,-10,-5,1,0.96,-6,-1
O=C(CSc1nc(C(F)(F)F)cc(=O)[nH]1)Nc1nccs1,-11,12,0,-8,3,1,1,-5,0
Cc1nc(NC(=O)C23CC4CC(CC(C4)C2)C3)sc1Cc1ccc2c(c1)OCO2,5,-5,4,10,14,0.99,0.96,-5,1
COc1ccc(NC(=O)c2ccccc2)c([N+](=O)[O-])c1,24,28,0,-14,23,0.99,1,8,1
COc1ccc(N2CCN(CCNC(=O)C3CC(=O)N(C4CCCC4)C3)CC2)cc1 (centres undefined),8,8,-1,-10,11,0.87,1,-16,13
CC(Oc1ccc2ccc(=O)oc2c1)C(=O)NCCN1CCOCC1 (centres undefined),3,7,-2,-8,-6,0.87,1,4,13
CCOc1ccc(N(CC(=O)NCc2ccc(F)cc2)C(=O)c2ccco2)cc1,13,20,5,-4,15,0.91,0.95,3,9
COc1ccc(C(=O)N/N=C(\C)CC(=O)Nc2ccc3c(c2)OCO3)cc1,14,20,-2,-10,13,1.1,1,-4,-6
C[C@@H]1NS(=O)(=O)[C@H]2C[C@@H]3C=C[C@]2(O3)[C@H]1OC(=O)c1ccccc1Br,1,17,-6,-2,0,0.93,1.1,-4,7
COc1cccc2c(C)c(C(=O)O)[nH]c12,15,20,2,21,2,1,0.98,19,-1
CN(Cc1c(F)cccc1Cl)C(=O)CNC(=O)c1sc2ccccc2c1Cl,-6,11,2,26,-5,0.86,0.98,22,14

# Record cards (already shown). Screens in order: tim10-1 inh | NLRP3 yeast inh | mIAP block | Apaf1 inhib | TIM10 inh | hIAP act | mIAP act | ATG4B inh | hIAP inh
# `COc1ccc(NC(=O)c2ccccc2)c([N+](=O)[O-])c1` is listed with 24 | 28 | 0 | -14 | 23 | 0.99 | 1 | 8 | 1
# `C[C@@H]1NS(=O)(=O)[C@H]2C[C@@H]3C=C[C@]2(O3)[C@H]1OC(=O)c1ccccc1Br` is listed with 1 | 17 | -6 | -2 | 0 | 0.93 | 1.1 | -4 | 7
# `COc1cccc2c(C)c(C(=O)O)[nH]c12` is listed with 15 | 20 | 2 | 21 | 2 | 1 | 0.98 | 19 | -1
